Assay outcomes from PubChem.
TDP1 cell CPT – DT40-hTDP1 cell growth loss with CPT; chicken DT40 Tdp1-/-;hTDP1 cells + 20 nM CPT, ATP luminescence, 48 h; Potency, µM (series often up to 46.2 µM), for inactives: at the top dose activity change, negative = growth inhibition, usual class: inhibitors; 420,000 tested, 12% active; AID 686979; note: nearly all actives have a fitted effect of over 55% in size
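Chicken DT40 Tdp1-/- cells stably complemented with human TDP1 were seeded at 400 cells/well in medium containing 20 nM camptothecin, exposed to pin-transferred compounds, and grown at 37 °C for at least 48 hr. Viability was read as ATP luminescence.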
DT40 TDP1 no CPT – qHTS for Inhibitors of human tyrosyl-DNA phosphodiesterase 1 (TDP1): qHTS in cells in absence of CPT | DT40 Tdp1-/- hTDP1 cells, no CPT, ATP luminescence, 48 h | Potency, µM (highest dose often 46.2 µM), for inactives: at the highest dose activity change, negative = growth inhibition, actives largely listed as inhibitors | 420,000 tested, 15% active | AID 686978, 2013; note: nearly all actives have a fitted effect of over 55% in size
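Stably hTDP1-transfected Tdp1-null chicken DT40 cells were treated with library compounds minus camptothecin and grown for at least 48 hr at 37 °C, after which cellular ATP was quantified by luminescence.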
GCN5L2 inh – blocks human GCN5L2 histone acetyltransferase | Q92830 | GCN5L2 HAT assay, ThioGlo1 CoA-SH fluorescence | Potency, µM (titrated, usually from 58.9 µM), for inactives: at the top dose activity change, negative = inhibition, usual class: inhibitors | 390,000 tested, 0.21% active | AID 504327
Target sequence (Q92830 whole entry, looked up): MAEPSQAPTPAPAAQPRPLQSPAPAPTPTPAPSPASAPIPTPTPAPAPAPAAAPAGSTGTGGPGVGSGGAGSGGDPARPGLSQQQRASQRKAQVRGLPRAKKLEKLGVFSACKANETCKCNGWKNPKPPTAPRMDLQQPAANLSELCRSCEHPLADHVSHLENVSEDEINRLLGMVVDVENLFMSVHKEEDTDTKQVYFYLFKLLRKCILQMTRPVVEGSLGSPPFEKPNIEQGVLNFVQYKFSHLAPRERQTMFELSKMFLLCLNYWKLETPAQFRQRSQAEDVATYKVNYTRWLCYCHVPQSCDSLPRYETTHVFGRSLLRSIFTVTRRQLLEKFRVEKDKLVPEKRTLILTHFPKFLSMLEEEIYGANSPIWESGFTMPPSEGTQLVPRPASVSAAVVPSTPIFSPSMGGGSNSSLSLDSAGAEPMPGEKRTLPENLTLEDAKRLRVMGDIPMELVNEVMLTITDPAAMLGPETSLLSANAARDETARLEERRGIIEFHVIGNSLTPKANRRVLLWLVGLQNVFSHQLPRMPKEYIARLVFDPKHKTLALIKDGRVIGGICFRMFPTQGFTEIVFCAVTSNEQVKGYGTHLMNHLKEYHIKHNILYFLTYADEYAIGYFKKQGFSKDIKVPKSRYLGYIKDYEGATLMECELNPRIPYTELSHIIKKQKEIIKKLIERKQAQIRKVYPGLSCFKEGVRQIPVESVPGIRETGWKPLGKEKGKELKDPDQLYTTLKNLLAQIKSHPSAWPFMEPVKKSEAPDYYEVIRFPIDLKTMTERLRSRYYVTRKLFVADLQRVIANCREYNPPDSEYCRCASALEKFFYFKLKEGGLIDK
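qHTS, 1536-well. 20nM enzyme, pH 7.5 HEPES/EDTA/Tween-20 buffer; 15 min compound preinc., RT. Start: 75uM H3(1-25), 70uM AcCoA, 50uM ThioGlo1. Read Ex340/Em540 at t=0 (autofluorescence flag) and t=20 min.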
Starred values were filed as active, the others as inactive; ? = inconclusive; / = no result given; & = joins results of further samples. Calls come from the whole dose curve; as a rule, active = well fitted curve in the direction sought with a large enough effect; inconclusive = small, poorly fitted or top-dose-only effect, or another doubt; inactive = no such curve, though single readings can be large; an effect the other way counts as inactive or inconclusive. % is set by controls: 0 for no effect and ±100 for the full control effect; potency is the fitted concentration of half-maximal effect.

nr | SMILES | DT40 TDP1 no CPT | TDP1 cell CPT | GCN5L2 inh
1 | Cc1ccc(Cn2c(C)c(C(=O)NCC(C)C)sc2=O)cc1 | ? | ? | /
2 | CCSc1nnc(NC(=O)c2cc(-c3ccc(C)c(C)c3O)n[nH]2)s1 | ? | -15% | 1%
3 | CC(C)NC(=S)N1CCn2c(nc3ccccc32)C1 | ? | 10% | -3%
4 | CC(C)(C)N(Cc1ccccc1)C(=O)COC(=O)CCN1C(=O)C2CC=CCC2C1=O (centres undefined) | -15% | -3% | -11%
5 | O=C(OCCCN=C1NS(=O)(=O)c2ccccc21)c1cccs1 | 6% | 18% | -4%
6 | CC(C)C(=O)Nc1ccc(N2CCN(S(C)(=O)=O)CC2)cc1 | 6% | -28% | -1%
7 | Cc1nnc(SC2CC(=O)N(c3ccccc3)C2=O)s1 (centres undefined) | 21µM* | 3.7µM* | -6%
8 | O=[N+]([O-])c1cc([N+](=O)[O-])c(Oc2cc(F)cc(F)c2F)cc1NN1CCCCC1 | -23% | ? | 2%
9 | Cc1ccc(NC(=O)COC(=O)CC2CCCC2)cc1F | 0% | 14% | -5%
10 | Cc1ccc2[nH]c3c(=O)n(Cc4ccccn4)cnc3c2c1 | -7% | 14% | -17%
11 | Cc1ccc(C(=O)NCC(=O)OCC(=O)N2CCCc3ccccc32)cc1 | 0% | -12% | -2%
12 | Cc1cc2ccccc2c(=O)n1CC(=O)NCC(=O)N1CCN(c2ccccc2)CC1 | -22% | -19% | 18%
13 | O=C(Nc1ccc(Oc2cccnc2)cc1)c1ccc([N+](=O)[O-])cc1 | ? | -26% | 2%
14 | Cc1cc(NC(=O)CCCN2C(=O)/C(=C/c3ccccc3Cl)SC2=S)no1 | ? | ? | -21%
15 | CCN(CC)S(=O)(=O)c1ccc(C)c(N=C=S)c1 | ? | -20% | -6%
16 | CCOC(=O)C1(Cc2ccccc2C)CCCN(C(=O)c2ccc3nccnc3c2)C1 (centres undefined) | 21µM* | ? | -2%
17 | O=C(CCc1ccccc1)Nc1ccccc1 | 10% | 3% | -2%
18 | Cc1cc(Cn2nnnc2-c2ccncc2)cc(C)c1O | -9% | -13% | -12%
19 | Nc1nc2ccccc2n1C(=O)c1ccc(F)cc1 | 18µM* | ? | -2%
20 | CC1(C(=O)N/N=C/c2ccc([N+](=O)[O-])o2)CC1(Br)Br (centres undefined) | 10µM* | 13µM* | -4%
21 | COCCNC(=O)C(C)Oc1ccc(Cl)cc1Cl (centres undefined) | -6% | -8% | 0%
22 | Cc1ccc(-n2c(N)c(C#N)c(-c3ccccc3)c(C#N)c2=O)cc1 | -24% | -1% | -4%
23 | CC(C)OCCCNC(=O)C(C)Oc1ccccc1 (centres undefined) | -5% | -15% | -3%
24 | FC(F)(F)c1ccccc1-c1cc(NCc2ccccc2)ncn1 | 9.2µM* | 7.3µM* | -16%
25 | Oc1ccc2c(c1)OC(c1ccc(O)c(O)c1)C(O)C2 (centres undefined) | -16% | ? | -2%
26 | O=C(COc1ncnc2ccc(Br)cc12)N1CCOCC1 | -3% | 2% | -13%
27 | CN(C)CC1CCCCC1OC(=O)c1ccc(S(=O)(=O)N(C)c2ccccc2)cc1 (centres undefined) | -18% | -16% | 3%
28 | COc1ccccc1NC(=O)CSc1nc2ccccc2n1C(C)=O | -29% | -18% | -8%
29 | CN1CCN(C(=O)c2ccc(CSc3ccc(Cl)cc3)cc2)CC1 | 23µM* | 21µM* | 2%
30 | CCN(CCCNC(=O)CCCOc1cc(=O)n(C)c2ccccc12)Cc1ccccc1 | ? | -19% | -4%
31 | CC(=O)Nc1cc(-c2ccccc2F)cn2c(-c3cccc(C(F)(F)F)c3)cnc12 | 0.33µM* | -101% | /
32 | O=C(c1ccc2nc(Cc3cccc(Cl)c3)oc2c1)N1CCC(CO)CC1 | -10% | -23% | -9%
33 | COc1ccc(CNC(C)C2COc3ccccc3O2)c(OC)c1 (centres undefined) | ? | -30% | -7%
34 | CCCCNC(=O)c1[nH]c(C2CCNCC2)nc1-c1cccc(C(F)(F)F)c1 | ? | ? | /
35 | Clc1ccc(COc2ccccn2)c(Cl)c1 | -10% | -8% | 2%
36 | O=C(NC(=S)Nc1cccc2cc(O)ccc12)c1ccco1 | 1% | -22% | 1%
37 | COc1ccc(-c2csc(NC(=O)CSc3nc(C)cs3)n2)cc1 | ? | -30% | /
38 | COC(=O)c1ccc(NC(=O)CN(Cc2ccccc2)S(=O)(=O)c2ccc(Cl)cc2)cc1 | ? | ? | -12%
39 | Cc1cc(C)n(CC(=O)N2CCCC(C(=O)c3cccc(OC(C)C)c3)C2)n1 (centres undefined) | ? | ? | 1%
40 | CCCc1c(-c2ccc(O)cc2)nn(-c2ccc(O)cc2)c1-c1ccc(O)cc1 | ? | ? | -20%&-23%

The final six compounds of the part above are carried over, then new ones follow.
nr | SMILES | DT40 TDP1 no CPT | TDP1 cell CPT | GCN5L2 inh
35 | Clc1ccc(COc2ccccn2)c(Cl)c1 | -10% | -8% | 2%
36 | O=C(NC(=S)Nc1cccc2cc(O)ccc12)c1ccco1 | 1% | -22% | 1%
37 | COc1ccc(-c2csc(NC(=O)CSc3nc(C)cs3)n2)cc1 | ? | -30% | /
38 | COC(=O)c1ccc(NC(=O)CN(Cc2ccccc2)S(=O)(=O)c2ccc(Cl)cc2)cc1 | ? | ? | -12%
39 | Cc1cc(C)n(CC(=O)N2CCCC(C(=O)c3cccc(OC(C)C)c3)C2)n1 (centres undefined) | ? | ? | 1%
40 | CCCc1c(-c2ccc(O)cc2)nn(-c2ccc(O)cc2)c1-c1ccc(O)cc1 | ? | ? | -20%&-23%
41 | COc1ccc(CN2C(=O)CSCC2(C)C(=O)Nc2c(C)cccc2C)cc1 (centres undefined) | -28% | -5% | /
42 | COc1ccc(N2CC(C(=O)N[C@@H](C)C(=O)NC3CCCCC3)CC2=O)cc1 (some centres undefined) | 18% | 4% | -4%
43 | COc1ccc(S(=O)(=O)N2CCCCCC2)cc1C(=O)N(C)Cc1c(F)cccc1Cl | -23% | ? | -3%
44 | CCOCC(=O)Nc1ccc(F)c(F)c1 | 4% | -1% | /
45 | CCCCN1CCC(COC(=O)c2cc(Cl)c(N)c3c2OCCO3)CC1 | -25% | 5% | -8%
46 | Cc1nc2ccc(S(=O)(=O)Nc3cccc(-c4nc5cccnc5s4)c3)cc2s1 | -22% | ? | -12%
47 | COc1ccc(/C=N\NS(=O)(=O)c2ccc(C)cc2)cc1COc1ccccc1[N+](=O)[O-] | ? | ? | -11%
48 | CC(=O)c1ccc(NC(=O)/C(C#N)=C/c2ccncc2)cc1 | 18% | -18% | -2%
49 | Cc1ccc(C)c(N2C(=O)CN=C2Nc2ccccc2Cl)c1 | 1% | 2% | -1%
50 | COc1cc(C(=O)Nc2ccc(C)cc2C(NCC(=O)NN)c2ccccc2)cc(OC)c1OC (centres undefined) | 17% | -3% | 15%
51 | Cc1ccc(-c2ccc(/C=C3\C(=O)ON=C3c3ccccc3)o2)c([N+](=O)[O-])c1 | 16µM* | 8.2µM* | ?
52 | O=C(CCc1nnc(CCCCc2ccccc2)o1)NCCC1CCCCO1 (centres undefined) | ? | -15% | 1%
53 | CC(C)CCNC(=O)c1ccc(Cn2c(SCC(N)=O)nc3ccccc3c2=O)cc1 | -27% | -23% | 1%
54 | CCOc1ccc(N(CC(=O)O)S(=O)(=O)c2ccc(F)cc2)cc1 | -12% | 9% | -9%
55 | COc1ccc(CSc2nnnn2C)cc1F | -4% | 3% | -3%
56 | COCCCNS(=O)(=O)c1ccc(Oc2ncc(C(F)(F)F)cc2Cl)cc1 | ? | -24% | -9%
57 | FC(F)C(F)(F)Oc1cccc(-c2n[nH]c(=S)n2Cc2ccccc2)c1 | ? | ? | -20%
58 | COc1ccc(SC[C@H](Cc2ccccc2)N2CC[C@@H](NC(=O)OCc3ccccc3)CCC2=O)cc1 | 16µM* | ? | -4%
59 | CN(C(=O)c1cccc(C#N)c1)c1nnc(-c2cnccn2)s1 | -5% | -28% | -12%
60 | Cc1ccc(C)c(OCC(O)CN2CCC(CN3C(=O)c4cccc5cccc(c45)C3=O)CC2)c1 (centres undefined) | 5.8µM* | 5.2µM* | 0%
61 | CCN(CC)c1cc2nc(C)n(Cc3ccccc3)c(=O)c2cc1NC(=O)C1CC1 | ? | ? | -1%
62 | Nc1nc(NCc2ccc(Cl)c(Cl)c2)c2[nH]cnc2n1 | 13µM* | ? | /
63 | Cc1n[nH]c(C)c1S(=O)(=O)N1CCN(C2CCCCC2)CC1 | -9% | -12% | -2%
64 | CC1=Nc2ccccc2/C1=C/c1c(C)[nH]c2ccccc12 | 16µM* | ? | /
65 | COc1ccc(S(=O)(=O)Nc2ccccc2C(=O)N2CCOCC2)cc1OC | -6% | 2% | 0%
66 | O=C(Cn1cncn1)N/N=C/c1ccccc1O | 13µM* | 15µM* | 0%
67 | O=C(OCC(=O)N1CCCCCC1)c1ccc([N+](=O)[O-])cc1Cl | 19% | 1% | -8%
68 | O=C1CCCC2=C1C(O)(C(F)(F)F)C(=O)N2Cc1ccccc1 (centres undefined) | -1% | 1% | 1%
69 | Clc1ccccc1OCc1nn[nH]n1 | -9% | -2% | -2%
70 | Cc1cccn2c(=O)c(C(=O)NCc3ccc(F)cc3)c(O)nc12 | ? | ? | -1%
71 | CC(=O)Oc1ccc(C(=O)Nc2ccccc2C(=O)Nc2ccc(C(=O)O)cc2)cc1 | 14% | 10% | 0%
72 | CCN(CCCNC(=O)CSc1cc(=O)n(C)c2ccccc12)c1ccccc1 | ? | ? | 2%
73 | COCCn1c(=O)c(-c2ccccc2)nc2cnc(N3CCN(C)CC3)nc21 | ? | ? | -26%
74 | CC(C)(C)NC(=O)C[C@H]1C[C@H](C(=O)N2CCCCC2)[C@@]2(C)c3[nH]c4cc(-c5ccco5)ccc4c3CCN2C1=O | 26µM* | ? | -5%
75 | CC(C)n1ncc2c(C(=O)N3CCN(S(=O)(=O)c4cccc(F)c4)CC3)cc(C3CC3)nc21 | 14% | -1% | /
76 | CCOc1ccc(Sc2cc(C(=O)NC(C)CC)c3ccccc3n2)cc1 (centres undefined) | -15% | -15% | -4%
77 | CC(=O)N1C(=S)NC(=O)/C1=C1/C(=O)N(CC(=O)Nc2cccc(C)c2)c2ccccc21 | -5% | 14% | -5%
78 | Cc1ccc(Cn2nnc3c(=O)[nH]c(C4CCCN(S(=O)(=O)c5ccccc5)C4)nc32)cc1 (centres undefined) | -2% | -11% | 0%
79 | COC(=O)c1nc(N)sc1-c1ccc(Cl)c(Cl)c1 | ? | 10% | -11%
80 | CCN(CC)S(=O)(=O)c1ccc2c(c1)c(=O)c(C(=O)N1CCN(c3cc(C)ccc3C)CC1)cn2C | ? | -18% | -7%
81 | Cc1nn(C)c(Oc2ccc(Cl)cc2)c1C(=O)Nc1ccc(F)cc1F | 7.3µM* | ? | -1%
82 | CCc1nnc(NC(=O)c2cc(S(=O)(=O)N(C)c3ccc(OC)cc3)ccc2Cl)s1 | 3% | 10% | -1%
83 | CC1CCCC(NC(=O)COC(=O)CCSc2ccccc2)C1C (centres undefined) | -4% | 23% | -8%
84 | CCOc1c2ccc(C(=O)N[C@H](C)C3CCCCC3)cc2nn1CCOC | 1µM* | 1.8µM* | 0%
85 | Cc1noc(C)c1C(=O)Nc1ccc(F)c(F)c1 | -23% | 2% | -2%
86 | CCCCN(CCCNC(=O)C1CCN(S(=O)(=O)N2CCOCC2)CC1)Cc1ccccc1 | -20% | -2% | -19%
87 | Cc1ccc(C(O)c2ncc(-c3cccc4ccccc34)[nH]2)c(C)c1 (centres undefined) | ? | ? | /
88 | O=C1CN(C(=O)/C=C/c2ccco2)c2ccccc2N1 | ? | -9% | -10%
89 | CC(NC(=O)CN(C)CC(=O)Nc1cccc(F)c1)c1ccccc1 (centres undefined) | -6% | -22% | 1%
90 | COC(=O)c1[nH]c2c(c1C)C(=O)CC(c1ccc(OC)cc1)C2 (centres undefined) | ? | -10% | 21%
91 | COc1ccc(/C=C(\NC(=O)c2ccc(C)cc2)C(=O)NCCN2CCOCC2)cc1 | -3% | 8% | -1%
92 | CCc1nnc(NC(=O)CSc2nc(C)nc3c2c(=O)n(C)c(=O)n3C)s1 | -20% | -26% | -1%
93 | COc1cc(NC(=S)NC(=O)c2cc(C)cc(C)c2)ccc1NC(=O)c1cccs1 | ? | ? | -4%

Quoted from the listing:
CCOc1c2ccc(C(=O)N[C@H](C)C3CCCCC3)cc2nn1CCOC – DT40 TDP1 no CPT = 1µM*
CCc1nnc(NC(=O)CSc2nc(C)nc3c2c(=O)n(C)c(=O)n3C)s1 – TDP1 cell CPT = -26%
CC1CCCC(NC(=O)COC(=O)CCSc2ccccc2)C1C (centres undefined) – DT40 TDP1 no CPT = -4%
